aDG glyco act: activators of alpha-DG glycosylation, primary screen, uHTS, Pro5-aDG cells, AlphaScreen; alpha-DG glycosylation AlphaScreen (IIH6); 0% Pro5, 100% B10-LARGE cell signal; activation, % at 10 µM; hit rate 0.22% among 360,000; AID 624168, 2012;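 active means activation of at least 8% versus controls, or a plate z-score of at least 8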;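 further: Pro5 are CHO cells carrying HIG-tagged alpha-DG that lacks glycosylation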
N-glyco inh: increase of ERlucT glycosylation luciferase signal, primary screen, N-linked glycosylation inhibitor project, D54 ERlucT cells, luminescence, set 2. D54 ERlucT glycosylation luciferase reporter, 24 h; percent of 100 nM tunicamycin response. reporter increase, % at 12.5 µM. hit rate 0.23% among 360,000;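 active means mean luciferase reporter signal, scaled so untreated is 0 and the glycosylation-blocking control 100, at or above a set limit in every replicate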;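 further: luciferase carries N-glycosylation sites so blocking glycosylation raises the light; 0% = median of neutral control wells and 100% = median of 100 nM tunicamycin wells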
TLR9-MyD88 block: inhibitors of TLR9-MyD88 association in cells, primary screen, cell-based, CHO, BLA complementation, fluorescence. Toll-like receptor 9 (Homo sapiens) + Myeloid differentiation primary response protein …. CCF4 FRET ratio. inhibition, % at 4.98 µM. hit rate 0.21% among 340,000;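 active means inhibition above the mean over all tested compounds plus 3 SD, cut at about 21% in these data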;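 further: 0% = DMSO only wells and 100% = clavulanate BLA inhibitor control wells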
ABCB6 inh MLPCN: ABCB6 transporter inhibitors, primary screen, K562-ABCB6 cells, flow cytometry, MLPCN library | fluorescence ratio to DMSO, % at 10 µM | hit rate 0.19% among 360,000 | ATP-binding cassette sub-family B member 6 (Homo sapiens), Q9NP58 | K562-ABCB6 porphyrin accumulation, 1 h; stronger effect = lower value;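 active means fluorescence ratio to DMSO below 75%, the collection mean minus 3 SD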;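 further: signal is porphyrin accumulated inside mitochondria; 100% equals median channel fluorescence of DMSO control wells; lower ratio means ABCB6 inhibition with less porphyrin fluorescence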
MC4R ag barr: MC4R agonists recruiting beta-arrestin, primary screen, cell-based, luminescence, agonist arm of biased-ligand search. Melanocortin receptor 4 (Homo sapiens), P32245. U2OS MC4R beta-arrestin complementation; percent of melanotan II response, DMSO zero. activation, % at 8.9 µM. hit rate 0.98% among 360,000. AID 540308, 2011;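 active means activation above a per-plate cutoff, the mean activation of sample wells on that plate plus 3 SD, cut at about 8% in these data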
Target sequence (P32245 whole entry, looked up): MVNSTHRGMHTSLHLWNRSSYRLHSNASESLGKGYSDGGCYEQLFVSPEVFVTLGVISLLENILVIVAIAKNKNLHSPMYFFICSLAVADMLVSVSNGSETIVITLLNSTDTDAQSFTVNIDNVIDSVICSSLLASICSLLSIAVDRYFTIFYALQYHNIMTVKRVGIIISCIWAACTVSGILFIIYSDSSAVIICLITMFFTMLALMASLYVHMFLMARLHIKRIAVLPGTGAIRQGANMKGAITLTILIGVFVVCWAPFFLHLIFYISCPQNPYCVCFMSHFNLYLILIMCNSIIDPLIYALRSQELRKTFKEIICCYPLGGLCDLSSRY
Vif inh: HIV Vif self-association inhibitors, primary screen, imaging, HEK293T, single point; HEK293T cells, Vif self-association by quenched fluorescence, 24 h; inhibition, % at 7.49 µM; hit rate 0.35% among 340,000; AID 602346, 2012; in the data active means inhibition above about 50%, passing the limit was not always enough; further: some results filed as inactive read as strong as hits
MC4R antagonist: MC4R antagonists of cAMP signaling, primary screen, cell-based, TR-FRET, antagonist arm of biased-ligand search; MC4R-expressing cells, MTII-stimulated cAMP, LANCE TR-FRET; inhibition, % at 6.5 µM; hit rate 0.48% among 360,000;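 active means inhibition above its plate's cutoff, the mean of tested wells on that plate plus 3 SD, cut at about 29% in these data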;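 further: 0% = Melanotan II alone and 100% = Melanotan II plus saturating MCL0020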
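Material: human MC4R-expressing U2OS cells. Probe or stimulus: Melanotan II challenge. Dosing: 6.5 µM single dose. Times: 30-min compound, 1-h challenge, 1-h detection, room temperature. Technique: TR-FRET with Eu-cAMP and labeled anti-cAMP, 671 nm. Replication: singlicate.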
ABHD5-PLIN5 inh: ABHD5-PLIN5 interaction inhibitors, primary screen, cell lysate, split luciferase complementation, luminescence; Perilipin-5 (Homo sapiens) + 1-acylglycerol-3-phosphate O-acyltransferase ABHD5 (Homo …; Split G. princeps luciferase complementation, 4 h; inhibition, % at 4 µM; hit rate 0.78% among 360,000; AID 602281, 2012;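 active means inhibition above the mean inhibition across every tested compound plus 3 SD, cut at about 22% in these data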;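 further: 0% = DMSO only wells and the 100% control is not disclosed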
Exocytosis inh: LAMP-1 surface exposure blockers, TALL-104 cells – cell-based, flow cytometry, MLPCN library, primary screen; inhibition, % at 10 µM; hit rate 0.66% among 360,000; TALL-104 LAMP-1 surface exposure; cells stimulated with thapsigargin and PMA; AID 651702, 2012;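 active means inhibition above about 55%, limit read from the data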
NOD2 RIPK2 PPI: NOD2-RIPK2 binding disruptors in cells, primary screen, fluorescence, CHO cells, BLA complementation. AID 624267, 2012. inhibition, % at 4.98 µM. CCF4 ratio. Receptor-interacting serine/threonine-protein kinase 2 (Homo sapiens), O43353. hit rate 0.38% among 360,000; in the data active means inhibition above about 21%;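 further: 0% = vehicle only and 100% = reference blocker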
Target sequence (O43353 whole entry, looked up): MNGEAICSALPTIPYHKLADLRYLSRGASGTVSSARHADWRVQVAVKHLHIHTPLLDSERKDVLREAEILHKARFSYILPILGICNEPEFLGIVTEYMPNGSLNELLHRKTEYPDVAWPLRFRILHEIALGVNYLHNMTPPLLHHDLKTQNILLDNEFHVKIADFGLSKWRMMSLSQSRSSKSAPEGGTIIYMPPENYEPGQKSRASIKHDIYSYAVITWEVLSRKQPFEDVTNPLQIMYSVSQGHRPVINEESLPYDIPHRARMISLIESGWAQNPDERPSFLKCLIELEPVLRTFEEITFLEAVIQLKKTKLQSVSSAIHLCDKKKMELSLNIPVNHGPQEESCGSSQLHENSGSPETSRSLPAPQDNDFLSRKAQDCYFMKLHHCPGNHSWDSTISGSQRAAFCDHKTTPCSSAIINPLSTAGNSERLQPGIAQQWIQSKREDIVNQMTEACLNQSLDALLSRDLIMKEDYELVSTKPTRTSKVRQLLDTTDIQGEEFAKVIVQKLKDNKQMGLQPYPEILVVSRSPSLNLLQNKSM
An asterisk follows results filed as active; / = not tested or not shown. Some of the compounds tested. The share of hits here may be higher or lower than overall.

The first 2 entries, to show the layout:
SMILES | aDG glyco act | N-glyco inh | TLR9-MyD88 block | ABCB6 inh MLPCN | MC4R ag barr | Vif inh | MC4R antagonist | ABHD5-PLIN5 inh | Exocytosis inh | NOD2 RIPK2 PPI
Cc1cc(O)c(C(C)C)cc1NC(=O)Nc1cccc2ccccc12 | -0.2 | -5 | 3 | 96 | 0.1 | -9 | 5 | -1 | 0 | 15
c1ccc(COc2ccc(-c3csnn3)cc2)cc1 | 0.3 | -3 | 4 | 99 | 3.8 | 6 | 0 | 5 | -1 | -1

The list itself, previewed entries included:
SMILES | aDG glyco act | N-glyco inh | TLR9-MyD88 block | ABCB6 inh MLPCN | MC4R ag barr | Vif inh | MC4R antagonist | ABHD5-PLIN5 inh | Exocytosis inh | NOD2 RIPK2 PPI
Cc1cc(O)c(C(C)C)cc1NC(=O)Nc1cccc2ccccc12 | -0.2 | -5 | 3 | 96 | 0.1 | -9 | 5 | -1 | 0 | 15
c1ccc(COc2ccc(-c3csnn3)cc2)cc1 | 0.3 | -3 | 4 | 99 | 3.8 | 6 | 0 | 5 | -1 | -1
Cc1cc(C)n2c(NC3CCCC3)c(-c3cccnc3)nc2n1 | -0.2 | / | / | 126 | / | / | / | 5 | 7 | -4
O=C(COc1ccc(Cl)cc1[N+](=O)[O-])NC1CCCCC1 | 0.0 | -2 | 1 | 95 | 0.9 | -20 | -6 | 1 | 0 | -10
COc1cc(/C=C/C(=O)OCC(=O)c2ccc[nH]2)cc(OC)c1OC | -0.2 | 2 | -11 | 97 | -0.6 | 0 | -3 | -2 | 6 | -10
Cc1cc(NC(=O)c2cccs2)ncc1NC(=O)C(C)C | -0.1 | -5 | -13 | 96 | 0.9 | 1 | -1 | -6 | -6 | -4
O=C(O)c1c[nH]c2c(C(F)(F)F)cccc2c1=O | 0.1 | 1 | -19 | 90 | 2.2 | 1 | 7 | -2 | -1 | 2
Cc1ccc(S(=O)(=O)NCCC(=O)NC(C)CCc2ccccc2)cc1 (configuration not stated) | 0.4 | 2 | 7 | 91 | 0.8 | -5 | 9 | 3 | -3 | 4
Cc1ccc(NC(=O)COC(=O)CCc2ccc(S(=O)(=O)N3CCOCC3)cc2)c(C)c1 | 0.3 | 0 | 6 | 95 | 1.9 | 5 | 13 | 5 | 0 | -7
COc1cccc(NC(=O)CCC2CCN(C(=O)c3cncs3)CC2)c1 | -0.1 | -1 | -2 | 99 | -3.9 | -4 | 2 | 4 | -1 | -10
Cc1cc(C(=O)CSc2nnc(Cc3ccccc3)o2)c(C)n1Cc1ccc2c(c1)OCO2 | -0.1 | -1 | 6 | 98 | -1.1 | -5 | 0 | 4 | -3 | 3
CCN(/N=C/c1ccc(N(C)C)cc1)c1nc2ccccc2[nH]1 | 0.2 | 1 | -8 | 97 | -0.2 | 4 | 18 | 0 | 0 | -3
Nc1nc(NCC2CCCO2)nc(NCC2CCCO2)c1[N+](=O)[O-] (configuration not stated) | 0.0 | 1 | -10 | 98 | -1.4 | / | 12 | -5 | -4 | -10
CCc1cc2c(NCc3ccccc3)nc(C)nc2s1 | 0.4 | 1 | -8 | 92 | 1.2 | -24 | 16 | -1 | -14 | -6
COC(=O)C(C)NC(=O)C(C)NC(=O)OCc1ccccc1 (configuration not stated) | -0.2 | -3 | 4 | 83 | 2.0 | -1 | 5 | 0 | 0 | -6

Ordered by heavy-atom count (smallest number first): three of the compounds above.
SMILES | aDG glyco act | N-glyco inh | TLR9-MyD88 block | ABCB6 inh MLPCN | MC4R ag barr | Vif inh | MC4R antagonist | ABHD5-PLIN5 inh | Exocytosis inh | NOD2 RIPK2 PPI
CCc1cc2c(NCc3ccccc3)nc(C)nc2s1 | 0.4 | 1 | -8 | 92 | 1.2 | -24 | 16 | -1 | -14 | -6
Cc1cc(C)n2c(NC3CCCC3)c(-c3cccnc3)nc2n1 | -0.2 | / | / | 126 | / | / | / | 5 | 7 | -4
Cc1cc(O)c(C(C)C)cc1NC(=O)Nc1cccc2ccccc12 | -0.2 | -5 | 3 | 96 | 0.1 | -9 | 5 | -1 | 0 | 15

Structures shown so far that contain a thiophene ring, fused or not:
SMILES | aDG glyco act | N-glyco inh | TLR9-MyD88 block | ABCB6 inh MLPCN | MC4R ag barr | Vif inh | MC4R antagonist | ABHD5-PLIN5 inh | Exocytosis inh | NOD2 RIPK2 PPI
Cc1cc(NC(=O)c2cccs2)ncc1NC(=O)C(C)C | -0.1 | -5 | -13 | 96 | 0.9 | 1 | -1 | -6 | -6 | -4
CCc1cc2c(NCc3ccccc3)nc(C)nc2s1 | 0.4 | 1 | -8 | 92 | 1.2 | -24 | 16 | -1 | -14 | -6

Going on with the list:
SMILES | aDG glyco act | N-glyco inh | TLR9-MyD88 block | ABCB6 inh MLPCN | MC4R ag barr | Vif inh | MC4R antagonist | ABHD5-PLIN5 inh | Exocytosis inh | NOD2 RIPK2 PPI
CCOC(=O)c1ccc2ncc(C(=O)OCC)c(NCCCN3CCOCC3)c2c1 | -0.1 | 0 | 4 | 100 | -1.3 | -2 | 10 | 0 | 12 | 1
O=C(CSc1nc2c(c(=O)n1-c1ccccc1)SCC2)NCC1CCCO1 (configuration not stated) | 1.3 | 1 | -9 | 95 | 1.6 | 4 | -4 | 6 | 2 | -6
COc1ccc(S(=O)(=O)CCC(=O)NCCc2ccc(Cl)cc2)cc1 | -0.2 | -1 | -6 | 97 | -1.0 | / | 1 | -1 | -3 | -11
CCOC(=O)c1sc2ccc(S(=O)(=O)N3CC(C)CC(C)C3)cc2c1N (configuration not stated) | 1.9 | -6 | -5 | 87 | 4.1 | -1 | 11 | -2 | -1 | -2
CC(C)(C)C1C/C(=C/c2ccco2)C(=O)/C(=C/c2ccco2)C1 (configuration not stated) | 0.1 | 10 | -9 | 131 | 0.1 | 0 | 4 | 53* | 24 | 0
COc1ccc(Cl)cc1NS(=O)(=O)c1cccc(C(=O)NC2CCN(Cc3ccccc3)CC2)c1 | 0.7 | -3 | 4 | 93 | -1.2 | 13 | 4 | 2 | -4 | 11
Cc1ccc(S(=O)(=O)NC(CC(C)C)C(=O)NCC(c2ccco2)N2CCCCC2)cc1 (configuration not stated) | -0.1 | -17 | -16 | 100 | -3.0 | 3 | 8 | -6 | -4 | 10
O=C(NC1CCCCC1)[C@@H]1CC=C[C@@H]2CCN(C3CCCCC3)C(=O)[C@@H]21 | -0.1 | -2 | 9 | 98 | -1.1 | 53* | 7 | 5 | -4 | -5
O=Cc1cnc2ccccc2c1-c1ccccc1 | 0.1 | -1 | 0 | 102 | 0.9 | -4 | -6 | 2 | 80* | 10
CCc1cc2c(=O)n3c(nc2s1)-c1[nH]c2ccc(OC)cc2c1CC3 | -0.1 | 2 | -5 | 102 | 0.4 | -10 | -19 | -6 | -2 | -9
COc1ccc(-c2csc(Nc3ccc(S(N)(=O)=O)cc3)n2)cc1 | 0.6 | 12 | -7 | 97 | -1.2 | 10 | 1 | 1 | -2 | 1
O=C(c1ccccc1F)N1CCN(S(=O)(=O)c2ccc3ccccc3c2)CC1 | 0.1 | -2 | -6 | 90 | -1.6 | -1 | 1 | 3 | 0 | 3
COc1ccc(N2CCN(C(=O)COC(=O)c3oc4ccc(OC)cc4c3C)CC2)cc1 | 0.1 | -2 | -1 | 93 | -3.5 | -5 | -1 | 1 | -1 | 1
COc1ccc(N(CC(=O)NC2CCCCC2)S(=O)(=O)c2c(C)[nH]c(=O)[nH]c2=O)cc1 | 0.0 | 0 | -9 | 91 | -0.3 | 17 | -4 | 0 | 5 | -7
COc1cc(C(=O)OC2CC3CCC2(C)C3(C)C)ccc1OC(C)=O (configuration not stated) | 0.0 | 3 | -10 | 105 | 0.0 | -5 | 4 | -4 | 1 | -17
CC1CN(c2ccccn2)C(C)CN1C(=S)Nc1ccccc1 (configuration not stated) | 0.0 | 1 | -2 | 99 | -0.2 | 19 | -1 | 1 | 0 | 2
CC(C)(C)OC(=O)N1CCC[C@H]1c1nnc(SCC(=O)Nc2cccc(Cl)c2)o1 | 0.0 | 0 | -2 | 100 | 1.3 | -8 | 0 | 2 | 3 | 1
Cc1ccc(S(=O)(=O)N2CCN(c3ccnc4cc(Cl)ccc34)CC2)cc1C | 0.7 | -5 | -9 | 83 | 0.1 | -3 | 2 | -1 | -2 | -5
Cc1ccc(Nc2cc(Cl)nc(N)n2)c([N+](=O)[O-])c1 | 0.0 | 1 | 14 | 102 | -0.3 | 0 | 0 | -1 | -3 | 4
O=C1CCC(c2ccccc2)(C2CCN(Cc3ccccc3)CC2)C(=O)N1 (configuration not stated) | 0.0 | 0 | 2 | 95 | 0.7 | -5 | 8 | -1 | 6 | -10
Cc1ccc(C)n1-n1c(C)nc2sc3c(c2c1=O)CCCCC3 | 0.2 | 3 | 1 | 93 | 1.1 | -7 | 2 | -2 | -2 | -16
CCCNC(=O)c1cccc(COCC(F)(F)F)c1 | -0.2 | 1 | 4 | 101 | -1.1 | / | 4 | 6 | -2 | -1
Cc1ccc2c(c1)N(CCCC(=O)Nc1cccc(C(F)(F)F)c1)C(=O)CO2 | -0.6 | -4 | -3 | 105 | -0.1 | -5 | -1 | -8 | -1 | -13
COc1ccc2c(c1)CC/C(=C\c1ccc(OC)c(Cn3nc(C)cc3C)c1)C2=O | -0.3 | 4 | 3 | 101 | -1.1 | -21 | 0 | -1 | -4 | 9
CCC(C)(C)n1nnnc1C(c1cc2cc3c(cc2[nH]c1=O)OCO3)N1CCCCC1 (configuration not stated) | -0.2 | -1 | 14 | 103 | 0.9 | / | 4 | -5 | 1 | -1
CN(CC1COc2ccccc2O1)C(=O)c1cc(COc2c(F)cccc2F)on1 (configuration not stated) | 0.0 | -1 | 1 | 99 | -1.0 | 9 | -3 | -2 | -4 | -5
CCN(CC)C(=O)CN1CCC(n2c(C)nc3cc(C(F)(F)F)ccc32)CC1 | -0.3 | 2 | 10 | 99 | -1.3 | -2 | -2 | 2 | 0 | -7
CCOC(=O)N1CCN(C(=O)C2CCN(c3nnc(-n4cccc4)s3)CC2)CC1 | 0.0 | 1 | -10 | 101 | -0.6 | 11 | 7 | -9 | -1 | -5
C(=Cc1cccnc1)c1ccncc1 | 0.1 | -3 | -1 | 110 | -1.8 | 4 | 8 | 1 | 12 | -5
CCc1cccc(NC(=O)Cn2ncn3c(cc4ccccc43)c2=O)c1 | -0.3 | 1 | 14 | 100 | 7.1 | -8 | -1 | -2 | -5 | 5
c1ccc2c(NCC3CCCO3)nc(-c3ccncc3)nc2c1 (configuration not stated) | -0.3 | 2 | 2 | 88 | -3.6 | 0 | 3 | 1 | 3 | -4

High-throughput results from PubChem BioAssay.
